KCNQ1 act: human KCNQ1 channel potentiation or activation; P51787; CHO-K1 KCNQ1, thallium flux FluxOR fluorescence; hits give high values; B-score at 10 µM; 0.35% of 310,000 active; AID 2648;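 active = fluorescence ratio B-score, a plate-corrected score, at least three library SD, with initial intensity B-score within 5 SD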
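Assay system: stable KCNQ1 CHO-K1 line; medium: assay buffer, equal DMSO in all wells; timing: 90 min dye loading and 20 min compound exposure, both at room temperature; technique: kinetic FluxOR thallium fluorescence, 10-s 1-Hz baseline, 110-s post-stimulus read; read-out basis: B score of baseline-normalized fluorescence ratio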
GSK3beta inhib: blocks human GSK3beta kinase activity; 0.038% of 300,000 active; P49841; GST-GSK3beta kinase, ADP-Glo luminescence, 60 min; hits give low values; activity score (negative = inhibition), % at 10 µM;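 active = more than half of replicate wells score below -50%, meaning over 50% inhibition versus plate controls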;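 note: 0% = median DMSO wells and -100% = median GW8510 positive control wells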
Target sequence (P49841 whole entry, looked up): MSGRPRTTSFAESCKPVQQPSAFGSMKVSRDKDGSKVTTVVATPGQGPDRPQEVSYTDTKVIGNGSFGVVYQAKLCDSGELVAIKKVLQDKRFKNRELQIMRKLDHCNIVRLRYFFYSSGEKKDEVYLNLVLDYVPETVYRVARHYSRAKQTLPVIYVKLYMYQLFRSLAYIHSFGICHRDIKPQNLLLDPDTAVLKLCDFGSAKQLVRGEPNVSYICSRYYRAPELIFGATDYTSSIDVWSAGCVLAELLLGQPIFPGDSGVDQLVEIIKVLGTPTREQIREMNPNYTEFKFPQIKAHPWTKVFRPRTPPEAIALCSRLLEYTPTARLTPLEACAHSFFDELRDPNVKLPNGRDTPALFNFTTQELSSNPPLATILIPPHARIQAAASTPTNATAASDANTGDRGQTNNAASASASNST
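Assay system: GST-fused GSK3beta enzyme, cell-free / Medium: Tris pH 7.5 buffer with MgCl2, DTT, BSA, heparin / Also added: peptide substrate plus 25 µM ATP (final) / Compound: 10 µM single point / Timing: kinase reaction with compound 60 min at room temperature / Detection: ADP-Glo luminescence / Benchmarks: DMSO neutral wells and GW8510 at 20 µM as positive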
GSK3 alpha inh: blocks human GSK-3 alpha kinase; P49840; 0.1% of 320,000 active; ADP-Glo luminescence, 60 min; AID 2650; inhibition, % at 10 µM;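 in the data active = inhibition above about 50%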;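 note: GST-tagged GSK-3 alpha with peptide substrate and 25 µM ATP; 0% = DMSO neutral wells and 100% = GW8510 positive control wells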
KCNQ1 block: blocks the human KCNQ1 potassium channel | B-score at 10 µM | AID 2642 | 1.3% of 310,000 active | P51787 | CHO-K1 KCNQ1, FluxOR thallium flux fluorescence; hits give high values;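 active = compounds whose thallium flux B-score, printed positive for inhibition, exceeds three library SD while starting fluorescence stays within three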;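 note: channel opened by potassium depolarization with thallium stimulus after 20 min compound exposure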
KCNK9 block: blocks the human KCNK9 two-pore domain potassium channel; B-score at 10 µM; HEK293 KCNK9, FluxOR thallium flux fluorescence; hits give low values; Q9NPC2; AID 488922; 1.2% of 310,000 active;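 active = ratio B-score over 3 SD below the library mean, with starting fluorescence within 5 SD of its mean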;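 note: negative B-score means less thallium flux so channel inhibition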
RGS4 block: human RGS4 inhibition | P49798 | HEK293 M3R/RGS4 inducible, Fluo-4 calcium flux; hits give high values; triggered by carbachol at its EC20 | B-score at 10 µM | 0.45% of 310,000 active | AID 463165;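 active = B-score, a plate-corrected calcium signal, over three deviations above library mean, with baseline fluorescence within five deviations of library mean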;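 note: RGS4 expression induced by doxycycline in cells with stable M3 receptor; B-score is computed from the integrated fluorescence ratio over baseline after carbachol; higher B-score means a larger calcium signal and so more RGS4 inhibition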
Target sequence (P49798 whole entry, looked up): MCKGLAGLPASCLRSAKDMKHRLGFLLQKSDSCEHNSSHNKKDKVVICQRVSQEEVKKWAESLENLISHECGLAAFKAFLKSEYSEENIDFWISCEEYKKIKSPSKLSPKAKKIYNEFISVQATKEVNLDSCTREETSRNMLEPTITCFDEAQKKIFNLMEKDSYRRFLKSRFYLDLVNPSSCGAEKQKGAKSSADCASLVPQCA
Dyrk1A ADPGlo: inhibitors of rat Dyrk1A kinase | AID 504441 | 0.43% of 310,000 active | inhibition, % at 12.5 µM | ADP-Glo luminescence, NFATc1 peptide | Q63470; in the data active = inhibition above about 50%;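 note: plate controls were vehicle with enzyme for no effect and no enzyme for full effect; many of its hits are not listed in these tables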
hERG rescue: shields human hERG channel from block by proarrhythmic agents; CHO-hERG, FluxOR thallium flux, dofetilide IC70 present; activation (rescue from dofetilide block), less the hit threshold, % at 10 µM; 0.51% of 310,000 active;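 active = activation above the mean of controls blocked by dofetilide plus 5 SD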;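 note: thallium influx through hERG after potassium depolarization seen as dye fluorescence rise; in these data hits start at about 4.7%; inactives centre near -7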
RGS4 act: RGS4 potentiation or activation | HEK293 M3R/inducible RGS4, carbachol calcium flux Fluo4; hits give low values | B-score at 10 µM | 0.92% of 310,000 active | AID 463111;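 active = B-score of the integrated calcium signal more than 4 SD below the library mean, with starting fluorescence not abnormally high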;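 note: negative B-score means reduced calcium response which marks RGS4 activation or potentiation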
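Assay system: HEK293 FlpIn-TREx cells, stable M3R, doxycycline-inducible RGS4 / Probe or stimulus: carbachol, ECmax concentration / Times: overnight RGS4 induction, 30 min dye load 37 °C, 20 min compound RT / Signal: kinetic calcium fluorescence imaging with Fluo4-AM dye, 2 µM / Measure: Agonist-evoked peak-minus-minimum fluorescence over baseline, integrated ratio, B score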
KCNK3 block: human KCNK3 channel inhibition, primary screen | B-score at 10 µM | AID 602410 | 0.84% of 340,000 active | CHO-KCNK3 thallium flux, FluxOR fluorescence; hits give low values;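 active = B-score under library mean minus 4 SD, starting fluorescence ratio at most library mean plus 5 SD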;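 note: more negative B-score means stronger inhibition of thallium flux through KCNK3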
Target sequence (O14649 whole entry, looked up): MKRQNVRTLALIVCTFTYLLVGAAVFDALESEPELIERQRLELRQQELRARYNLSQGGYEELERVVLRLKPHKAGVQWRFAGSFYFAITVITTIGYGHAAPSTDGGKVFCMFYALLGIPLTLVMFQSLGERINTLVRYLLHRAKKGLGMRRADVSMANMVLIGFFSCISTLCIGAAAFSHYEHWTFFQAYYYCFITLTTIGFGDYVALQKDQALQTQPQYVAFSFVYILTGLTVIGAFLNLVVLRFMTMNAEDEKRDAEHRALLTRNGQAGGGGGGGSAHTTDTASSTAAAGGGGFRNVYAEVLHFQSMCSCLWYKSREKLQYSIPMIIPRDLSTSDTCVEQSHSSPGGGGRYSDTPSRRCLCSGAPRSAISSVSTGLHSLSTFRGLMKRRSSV
PolyA inh: yeast polyadenylation inhibition; S. cerevisiae SKY197-pL101 polyadenylation reporter, beta-gal luminescence; efflux-impaired pdr1/pdr3 knockout yeast; score 100 = 6 SD above DMSO; calls only at 12 µM; 0.02% of 300,000 active; AID 1875;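 active = lowest replicate activity score at least 50, where 100 means six control SD above control mean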;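 note: yeast exposed to compound for 9 h at 30 °C; higher score means more reporter readthrough which indicates perturbed polyadenylation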
* marks the source's active call; other numbers are inactive results; i = inactive; x = no result given.

SMILES	KCNQ1 act	GSK3beta inhib	GSK3 alpha inh	KCNQ1 block	KCNK9 block	RGS4 block	Dyrk1A ADPGlo	hERG rescue	RGS4 act	KCNK3 block	PolyA inh
CCN(CC)CCN=C(C)c1c(O)n(-c2ccccc2OC)c(=O)[nH]c1=O	i	2	x	i	i	i	5	-2	i	i	i
CC1=C(C(=O)O)N2C(=O)C(NC(=O)Cc3ccccc3)C2SC1 (stereo not given)	i	-3	-1	i	i	i	-9	-13	i	i	i
c1ccc(C2=NP(N3CCOCC3)(N3CCOCC3)=NC(N3CCOCC3)=N2)cc1	i	3	x	i	i	i	x	-3	i	x	i
CC(=NCCN1CCCCC1)c1c(O)n(-c2ccc(Cl)cc2)c(=O)[nH]c1=O	i	0	0	i	i	i	-12	-11	i	i	i
O=C(C(=O)N1CCOCC1)c1cn(Cc2c(F)cccc2Cl)c2ccccc12	i	0	-3	i	i	i	x	-1	i	i	i
O=[N+]([O-])c1cc2c(cc1CNCCc1ccc3c(c1)OCO3)OCO2	i	2	-3	i	i	i	x	-3	i	i	i
C[N+]1(C)[C@@H]2CC[C@H]1CC(OC(=O)[C@@H](CO)c1ccccc1)C2 (stereo not given in full)	i	4	-3	i	i	i	3	-11	i	i	i
CCN(CC)c1ccc(CNCCc2ccccc2F)cc1	i	-2	-2	i	i	i	x	-6	-7*	i	i
C1=C(CCNCc2ccccc2)CCCC1	i	-1	x	i	i	i	7	-5	i	i	i
O=C1NC(=O)N(Cc2ccc(F)cc2)C(=O)/C1=C\c1ccc(N2CCCC2)cc1	i	-1	-2	i	i	i	-2	-8	i	i	i
CCc1nc(N2CCNCC2)c(C#N)c2c1CSC(C)(C)C2	i	2	4	i	i	i	-3	-14	i	i	i
O=c1[nH]cc(COCC(F)(F)C(F)(F)C(F)(F)F)c(=O)[nH]1	i	1	x	i	i	i	-1	-12	i	i	i
COc1ccc(CNCCc2c(C)[nH]c3ccc(OC(F)(F)F)cc23)c(OC)c1	i	0	6	i	i	i	-3	-20	i	i	i
CCN(CC)CCNCc1nc2ccccc2c(=O)n1-c1ccc(F)cc1	i	1	-3	i	i	i	-8	-6	i	i	i
C=CCn1c(O)c(C=Nc2ccc(F)cc2)c(=O)[nH]c1=O	i	0	3	i	i	i	2	-10	i	i	i
NCCc1ccccc1	i	0	-4	i	i	i	-1	-2	i	i	i
O=C(O)C1C2CCC(O2)C1C(=O)Nc1cccc(Br)c1 (stereo not given)	i	2	1	i	i	i	-2	2	i	i	i
COc1ccc(CCn2c(O)c(C=NCc3ccc4c(c3)OCO4)c(=O)[nH]c2=O)cc1OC	i	2	6	i	i	i	-9	-22	i	i	i
COc1ccc(C[C@@H]2c3cc(O)c(OC)cc3CCN2C)cc1O	i	1	-1	i	i	i	-1	0	i	i	x
CCc1cccc(C)c1NC(=S)N1CC2CC(C1)c1cccc(=O)n1C2 (stereo not given)	i	-5	-4	i	i	i	7	-1	i	i	i
Cc1ccc(C)c(OCC(=O)N2CCN(Cc3ccc4c(c3)OCO4)CC2)c1	i	-1	-1	i	i	i	x	-13	i	i	i
Cc1ccc(S(=O)(=O)Nc2cc(C(=O)N3CCC4(CC3)OCCO4)ccc2N2CCCCC2)cc1	i	2	0	i	i	i	7	-6	i	i	i
CC(=O)NNC(=O)CN1C(=O)CN=C(c2ccccc2)c2cc(Br)ccc21	i	-1	1	i	i	i	-2	-9	i	i	i
COC(=O)C1=C(c2cc3ccccc3o2)C[C@@H]2CC[C@H]1N2C(=O)NCCO	i	13	-1	i	i	i	6	-6	i	i	i
C=CCN1C(=O)/C(=C/c2cccs2)C(=O)NC1=S	i	3	-3	i	i	i	-5	-9	i	i	i
Cc1cccc(CCNCc2cc3cccc(C)c3[nH]c2=O)c1	i	-3	3	i	i	i	5	-3	i	i	i
NC(=O)CN1CC(c2ccccc2)CC1=O (stereo not given)	i	2	-5	i	i	i	2	1	i	i	i
O=C(NC(=O)c1c(F)cccc1F)Nc1cc(Cl)c(F)c(Cl)c1F	i	4	-2	i	i	i	-4	-1	i	i	i
Cc1nn(C2CCOC(C)(C)C2)c2c1C(c1ccc(OC(C)C)cc1)SCC(=O)N2 (stereo not given)	i	0	-3	i	i	i	25	-11	i	i	i
CC(=O)C1C2c3ccccc3OC1(C)N=c1s/c(=C/c3cnn(C)c3)c(=O)n12 (stereo not given)	i	-2	-1	i	i	i	29	-9	i	i	i

Continuation:
SMILES	KCNQ1 act	GSK3beta inhib	GSK3 alpha inh	KCNQ1 block	KCNK9 block	RGS4 block	Dyrk1A ADPGlo	hERG rescue	RGS4 act	KCNK3 block	PolyA inh
COc1ccc(C(=O)CN2CCCCC2)cc1	i	2	0	i	i	i	-2	-12	i	i	x
N=C1c2ccccc2CN1NC(=O)c1ccc(Br)cc1	i	0	-1	i	i	i	-1	-8	i	i	i
CC/C(=N\NC(N)=O)c1c(O)[nH]c(=O)[nH]c1=O	i	2	1	i	i	i	8	-6	i	i	i
Fc1ccccc1CCNCc1cccc2ccccc12	i	-1	1	i	i	i	1	-9	i	i	i
CC(=NCc1ccco1)c1c(O)n(-c2ccccc2)c(=O)[nH]c1=O	i	1	4	i	i	i	3	-10	i	i	i
CCN1CCN(Cc2cc(Br)ccc2O)CC1	i	0	-3	i	i	i	2	0	i	i	i
CCC(=NCc1cccnc1)c1c(O)n(-c2ccccc2)c(=O)[nH]c1=O	i	-1	5	i	i	i	x	-6	i	i	i
Nc1c(C(=O)OCC2CCCO2)c2nc3ccccc3nc2n1Cc1cccs1 (stereo not given)	i	-2	x	i	i	i	-3	-2	i	i	i
CCN1CCN(c2ccc(N)cc2C)CC1	i	-4	-3	i	i	i	1	-12	i	i	i
O=C(Cn1c2c(c(-c3ccccc3Cl)cc1=O)CCC2)N1CCC2(CC1)OCCO2	i	-1	1	i	i	i	5	-7	i	i	i
Cc1ccc(OCCn2cccc2/C=C2/C(=O)NC(=O)N(Cc3ccco3)C2=O)cc1	i	0	-1	i	i	i	-1	-4	i	i	i
O=C(C[N+]12CCC(CC1)C(CO)C2)c1ccc(Br)cc1 (stereo not given)	i	2	-1	i	i	i	-3	-4	i	i	i
CC1(C)OC(c2ccccc2)=C/C(=C/C=C2C(=O)NC(=S)NC2=O)O1	i	-1	4	15*	i	i	x	-18	i	x	i
Cc1cc(OC(C)C(=O)NCc2ccncc2)c2c3c(c(=O)oc2c1)CCCC3 (stereo not given)	i	4	1	i	i	i	6	-10	i	i	i
N#CC(C#N)=Cc1ccc(-c2ccccc2)o1	i	1	-1	7*	i	i	x	-22	i	x	i
CCC1C2Cn3c(nc4ccccc43)C1N(C)O2 (stereo not given)	i	2	-6	i	i	i	-5	-2	i	i	i
Cc1ccc(N)c(C(=O)c2ccc(Br)cc2)c1	i	-1	-1	i	i	i	-12	-6	i	i	i
CC(=NCCC1=CCCCC1)c1c(O)n(C)c(=O)n(C)c1=O	i	4	2	i	i	i	1	-5	i	i	i
Cc1ccc(S(=O)(=O)N2CCC(C(=O)N3CCC4(CC3)OCCO4)CC2)cc1	i	1	1	i	i	i	-1	-12	i	i	i
CCC(=NCc1ccco1)c1c(O)[nH]c(=O)[nH]c1=O	i	-3	27	i	i	i	4	-5	i	i	i
Cc1[nH]c2c(C(F)(F)F)cccc2c1CCN	i	1	-2	i	i	i	-1	-9	i	i	i
Cn1c(O)c(C=NC2CCN(Cc3ccccc3)CC2)c(=O)n(C)c1=O	i	0	3	i	i	i	-3	-2	i	i	i
ClCCN1CCN(c2ccnc3cc(Cl)ccc23)CC1	i	-5	86*	i	i	i	5	-10	i	i	i
CC(C(=O)c1c[nH]c2ccccc12)N1CCc2ccccc2C1 (stereo not given)	i	2	x	i	i	i	1	-2	i	i	i

Two of these compounds in another layout:
Results follow in this order: KCNQ1 act	GSK3beta inhib	GSK3 alpha inh	KCNQ1 block	KCNK9 block	RGS4 block	Dyrk1A ADPGlo	hERG rescue	RGS4 act	KCNK3 block	PolyA inh
Cc1ccc(N)c(C(=O)c2ccc(Br)cc2)c1
  i	-1	-1	i	i	i	-12	-6	i	i	i
CC(=NCCC1=CCCCC1)c1c(O)n(C)c(=O)n(C)c1=O
  i	4	2	i	i	i	1	-5	i	i	i

One compound at a time, as listed above:
Profile of CC(=NCc1ccco1)c1c(O)n(-c2ccccc2)c(=O)[nH]c1=O → KCNQ1 act = i; GSK3beta inhib = 1; GSK3 alpha inh = 4; KCNQ1 block = i; KCNK9 block = i; RGS4 block = i; Dyrk1A ADPGlo = 3; hERG rescue = -10; RGS4 act = i; KCNK3 block = i; PolyA inh = i
Profile of CCC(=NCc1cccnc1)c1c(O)n(-c2ccccc2)c(=O)[nH]c1=O → KCNQ1 act = i; GSK3beta inhib = -1; GSK3 alpha inh = 5; KCNQ1 block = i; KCNK9 block = i; RGS4 block = i; Dyrk1A ADPGlo = x; hERG rescue = -6; RGS4 act = i; KCNK3 block = i; PolyA inh = i
Profile of Nc1c(C(=O)OCC2CCCO2)c2nc3ccccc3nc2n1Cc1cccs1 (stereo not given) → KCNQ1 act = i; GSK3beta inhib = -2; GSK3 alpha inh = x; KCNQ1 block = i; KCNK9 block = i; RGS4 block = i; Dyrk1A ADPGlo = -3; hERG rescue = -2; RGS4 act = i; KCNK3 block = i; PolyA inh = i

Source: PubChem BioAssay

These rows are one share of the data, so the mix of outcomes need not match the whole.
